C diff HTS – C. difficile growth inhibition. 86,000 tested, 0.25% active. growth activity, negative = inhibition, % at 16 µg/mL (by protocol). Clostridium difficile clinical isolate growth, OD600, 24 h; hits give low values. AID 1259249;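 active means mean growth activity at or below -80% and every replicate also at or below -80%; inconclusive means mean at or below -80% but some replicate above -80%; inactive means mean growth activity above -80%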;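 further: 0% = DMSO wells and -100% = levofloxacin 16 µg/mL wells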
Pf Dd2 inh – P. falciparum Dd2 growth inhibition | SYBR Green, 72 h; hits give low values | activity change, % at 10 µM | 94,000 tested, 2.3% active | AID 1159554; in the data active means activity change below about -80%; inconclusive means no clear call, values can overlap the other calls
GASC1 inh – blocks human GASC-1 (KDM4C) demethylase activity | GST-KDM4C 2-372, H3K9me3 peptide, LANCE TR-FRET | inhibition, % at 12.5 µM | 96,000 tested, 0.15% active | AID 720574;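 active means mean replicate inhibition above about 25%, with at least 55% of replicates also reaching it, limit read from the data, passing the limit was not always enough; inconclusive means only one of those two conditions met; inactive means neither condition met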
Target sequence (Q9H3R0 2-372 limits assumed): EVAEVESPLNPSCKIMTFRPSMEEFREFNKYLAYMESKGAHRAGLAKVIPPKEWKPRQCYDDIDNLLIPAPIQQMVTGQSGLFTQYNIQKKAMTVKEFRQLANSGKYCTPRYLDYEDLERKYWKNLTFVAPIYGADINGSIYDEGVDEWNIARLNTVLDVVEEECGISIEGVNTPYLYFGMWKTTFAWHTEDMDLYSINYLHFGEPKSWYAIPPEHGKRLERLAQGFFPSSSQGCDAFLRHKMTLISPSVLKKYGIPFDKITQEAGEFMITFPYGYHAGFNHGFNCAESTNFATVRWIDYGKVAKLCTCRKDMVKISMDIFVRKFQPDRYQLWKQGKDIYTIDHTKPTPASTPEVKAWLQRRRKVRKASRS
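Material: GST-tagged GASC-1 (JMJD2C) catalytic fragment, aa 2-372. Input: enzyme final amount 10 nM. Medium: HEPES buffer, pH 7.5, plus ascorbate. Reagent: H3K9me3 peptide substrate, Fe(II), 2-oxoglutarate. Doses: single dose. Times: reaction 30 min RT, detection step 1 h RT. Measured by: LANCE TR-FRET. Evaluation: Fall in 671/618 emission ratio as inhibition.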
Tcruzi prolif – T. cruzi proliferation inhibition; inhibition, % at 8.34 µM; T. cruzi beta-gal in NIH3T3, GalScreen luminescence, 90 h; 77,000 tested, 5.9% active; AID 624255;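 active means mean inhibition above about 93%, with at least 55% of replicates each passing it, limit read from the data, passing the limit was not always enough; inconclusive means only one of those two conditions holds; inactive means neither condition holds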
Numbers without * were called inactive; ? = inconclusive; · = no result given; & = joins results of further samples. This is a random part of the collection; overall some 6.7% were active at least once.

SMILES	C diff HTS	Pf Dd2 inh	GASC1 inh	Tcruzi prolif
COc1ccc(NC(=O)Nc2ccc3c(c2)C(=O)N([C@@H](C)CO)C[C@H](C)[C@@H](CN(C)CC2CCCCC2)O3)cc1	0	11	-0.6	-3
Cc1noc(C)c1S(=O)(=O)Nc1ccc2c(c1)CC(=O)N([C@@H](C)CO)C[C@@H](C)[C@@H](CN(C)Cc1ccc(Cl)c(Cl)c1)O2	10	-2	1.8	87
COc1ccc2c3c([nH]c2c1)[C@H](CO)N(S(C)(=O)=O)CC31CCN(Cc2nccs2)CC1	7	-67	0.4	·
Cc1ccc(-c2cnc3c(c2)C(=O)N([C@@H](C)CO)C[C@H](C)[C@@H](CN(C)C(=O)c2ccccc2)O3)cc1	-3	-22	0.7	50
Cc1cc(C(=O)Nc2cccc3c2O[C@@H](CN(C)C(=O)Nc2ccc(F)cc2)[C@@H](C)CN([C@@H](C)CO)C3=O)n(C)n1	1	12	0.6	41
COCC(=O)Nc1ccc2c(c1)OC[C@H](C)N(CCc1ccccc1)C[C@@H](C)[C@H](OC)CN(C)C2=O	·	-22	0.7	33
CO[C@H]1CN(C)C(=O)c2cc(NC(=O)Nc3cc(F)ccc3F)ccc2OC[C@@H](C)N(C(=O)c2ccccn2)C[C@@H]1C	·	35	-1.2	25
O=C(N[C@H]1CC[C@H](CCNS(=O)(=O)c2ccc(F)cc2)O[C@@H]1CO)c1cnccn1	-2	14	0.9	-32
CCN(C[C@@H]1N[C@H](CO)[C@H]1c1ccccc1)C(=O)c1ccncc1	5	6	2.6	-8
CO[C@H]1CN(C)C(=O)c2cc(NC(=O)c3ccccc3)ccc2OC[C@H](C)N(CC2CC2)C[C@@H]1C	2	-8	0.1	-24
COCC(=O)N1[C@H](C(=O)N2CCOCC2)[C@@H](CO)[C@@H]2Cn3c(ccc(C4=CCCCC4)c3=O)[C@@H]21	8	·	-0.1	-6
C[C@@H](O)C#Cc1ccc([C@@H]2[C@H](CO)N3CCCCN(C(=O)c4cccc(F)c4)C[C@@H]23)cc1	-3	14	0.7	89
C[C@@H]1CCCCO[C@@H](CN(C)C(=O)Cc2ccccc2)[C@H](C)CN([C@@H](C)CO)C(=O)c2cc(NC(=O)Nc3cccc4ccccc34)ccc2O1	2	-15	-1.1	60
CCCC(=O)N1CCC2(CC1)CN[C@H](CO)c1[nH]c3cc(OC)ccc3c12	13	-33	-0.4	·
O=C(C[C@@H]1C[C@H]2c3cc(NC(=O)C4CCOCC4)ccc3O[C@H]2[C@H](CO)O1)NCc1ccccc1F	-6	-10	-3.0	-24
C[C@@H]1CN([C@@H](C)CO)C(=O)c2cc(NS(C)(=O)=O)ccc2O[C@@H](C)CCCCO[C@@H]1CN(C)CC1CCCCC1	-1	-76	1.6	4
COc1ccccc1-c1ccc2c(c1)O[C@H](CN(C)C(=O)c1ccncc1)[C@H](C)CN([C@@H](C)CO)S2(=O)=O	-1	8	0.8	61
CN(C)C(=O)C[C@@H]1C[C@@H]2c3cc(NC(=O)NC4CCCCC4)ccc3O[C@@H]2[C@H](CO)O1	·	15	-1.2	3
C[C@H](CO)N1C[C@H](C)[C@H](CN(C)CC2CCOCC2)Oc2ncc(C3=CCCCC3)cc2C1=O	27	14	0.6	-53
CN1C(=O)c2cc(NC(=O)C3CC3)ccc2OC[C@@H]2O[C@@H](CC(=O)NCC3CCCCC3)CC[C@H]21	-2	-6	4.9	18
C[C@@H]1CN([C@H](C)CO)C(=O)c2cc(NS(=O)(=O)c3ccc(Cl)cc3)ccc2O[C@@H](C)CCCCO[C@@H]1CN(C)C(=O)NC1CCCCC1	7	2	-1.7	93
C[C@H](CO)N1C[C@H](C)[C@@H](CN(C)Cc2ccc(C(=O)O)cc2)Oc2c(NC(=O)C3CCOCC3)cccc2C1=O	2	20	-1.0	8
COc1ccc(-c2cn(CC[C@H]3CC[C@H](NC(=O)Cc4ccccn4)[C@@H](CO)O3)nn2)cc1	3	7	1.8	-53
CO[C@H](C(=O)N(C)C[C@H]1OCc2ccccc2-c2c(n(C)c3ccccc23)C(=O)N([C@@H](C)CO)C[C@@H]1C)c1ccccc1	-3	9	0.5	19
C[C@@H]1CN([C@H](C)CO)C(=O)c2cc(NC(=O)Cn3cnnn3)ccc2O[C@@H]1CN(C)C(=O)Nc1cccc2ccccc12	-3	6	-1.3	58
Remaining list, next part
SMILES	C diff HTS	Pf Dd2 inh	GASC1 inh	Tcruzi prolif
CC(C)NC(=O)N(C)C[C@@H]1OCCCC[C@H](C)Oc2ccc(NS(=O)(=O)c3cn(C)cn3)cc2C(=O)N([C@H](C)CO)C[C@@H]1C	2	20	-4.1	39
C[C@@H]1CN([C@H](C)CO)C(=O)c2cc(NC(=O)Nc3ccc(F)cc3)ccc2O[C@@H]1CN(C)Cc1ccc(Oc2ccccc2)cc1	69	-14	0.5	?
C[C@H]1CN([C@@H](C)CO)C(=O)c2cccc(NS(C)(=O)=O)c2O[C@@H]1CN(C)Cc1ccc(Oc2ccccc2)cc1	-8	-9	2.3	·
C[C@@H]1CCCCO[C@@H](CN(C)CC2CC2)[C@H](C)CN([C@@H](C)CO)C(=O)c2cc(NS(=O)(=O)c3ccc(Cl)cc3)ccc2O1	-3	-76	·	73
CCS(=O)(=O)Nc1ccc2c(c1)C(=O)N(C)[C@H]1CC[C@@H](CC(=O)NCCOC)O[C@H]1CO2	-4	·	-3.0	3
COCC#Cc1ccc([C@@H]2[C@@H](C#N)N(C(=O)NC3CCCC3)[C@@H]2CO)cc1	4	26	0.3	72
COc1ccc(-c2ccccc2[C@@H]2[C@@H](C#N)N(C(=O)NC3CCCC3)[C@H]2CO)cc1	7	-32	0.9	·
CCCNC(=O)N1[C@H](C#N)[C@H](c2ccccc2C2=CCCC2)[C@@H]1CO	-4	8	-0.3	·
C[C@H](CO)N1C[C@H](C)[C@@H](CN(C)C(=O)c2ccncc2)OCc2cnnn2CCCC1=O	-6	1&16	-0.8	27&4
C[C@H](CO)N1C[C@H](C)[C@@H](CN(C)S(C)(=O)=O)Oc2cc(C#Cc3ccc(F)cc3)ccc2S1(=O)=O	1	-16	-0.7	106*
C/C=C/c1ccc([C@H]2[C@@H](CO)N(C(=O)c3cnccn3)C23CN(C(=O)C2CCC2)C3)cc1	2	-30	2.1	·
COc1cccc(C(=O)Nc2ccc3c(c2)C(=O)N(C)C[C@H](OC)[C@H](C)CN(C(C)=O)[C@@H](C)CO3)c1	-2	-33	0.4	-33
C[C@H]1CN([C@@H](C)CO)C(=O)Cc2cc(NS(=O)(=O)c3ccc(Cl)cc3)ccc2O[C@@H]1CN(C)C(=O)Nc1ccccc1	3	15	3.8	-6
COc1ccc(NC(=O)Nc2cccc3c2O[C@H](CN(C)Cc2ccc(C(F)(F)F)cc2)[C@H](C)CN([C@H](C)CO)C3=O)cc1	6	3	-1.4	1
C[C@H]1CN([C@@H](C)CO)C(=O)c2cc(NS(=O)(=O)c3ccc(Cl)cc3)ccc2O[C@H]1CN(C)S(C)(=O)=O	1	-1	0.8	-21
C[C@@H]1CCCCO[C@H](CN(C)C(=O)Nc2ccccc2)[C@@H](C)CN([C@H](C)CO)C(=O)c2cc(NS(=O)(=O)c3cn(C)cn3)ccc2O1	-1	25	·	18
C[C@H](CO)N1C[C@H](C)[C@H](CN(C)C(=O)Nc2ccccc2)Oc2ncc(-c3ccccc3)cc2C1=O	2&3	6&12	-2.4	-1&-28
COc1ccc(NC(=O)Nc2ccc3c(c2)C(=O)N([C@H](C)CO)C[C@H](C)[C@@H](CN(C)C(=O)c2ccccc2)OCCCC[C@@H](C)O3)cc1	7	-9	-0.7	29
O=C(C1CC1)N1CC(=O)N2[C@@H](CO)[C@H](c3ccc(Br)cc3)[C@@H]2C1	4	8	-0.5	·
CO[C@@H]1CN(C)C(=O)c2ccc(NS(=O)(=O)c3ccccc3)cc2OC[C@@H](C)NC[C@@H]1C	·	24	-1.3	-8
CN1C(=O)c2cc(NC(=O)Nc3cccc(Cl)c3)ccc2OC[C@H]2O[C@H](CC(=O)NCCc3ccncc3)CC[C@@H]21	0	-24	-0.7	-12
COc1ccccc1NC(=O)N[C@@H]1CC[C@H](CC(=O)NCc2ccc(Cl)c(Cl)c2)O[C@@H]1CO	7	-3	-0.1	14
C[C@@H]1CCCCO[C@@H](CN(C)S(=O)(=O)c2cn(C)cn2)[C@@H](C)CN([C@H](C)CO)C(=O)c2cc(NS(=O)(=O)c3cn(C)cn3)ccc2O1	-3	17	1.0	-64
CO[C@@H]1CN(C)C(=O)c2ccc(NC(C)=O)cc2OC[C@@H](C)N(C(=O)c2ccccc2)C[C@@H]1C	2	28	1.5	·
C[C@H]1CN([C@@H](C)CO)S(=O)(=O)c2ccc(C3=CCCCC3)cc2O[C@@H]1CN(C)S(C)(=O)=O	-9	45	2.3	-9

Single records, from the list above. Screens in order: C diff HTS	Pf Dd2 inh	GASC1 inh	Tcruzi prolif
`C[C@H](CO)N1C[C@H](C)[C@H](CN(C)C(=O)Nc2ccccc2)Oc2ncc(-c3ccccc3)cc2C1=O` is listed as 2&3	6&12	-2.4	-1&-28
`C[C@@H]1CN([C@H](C)CO)C(=O)c2cc(NC(=O)Nc3ccc(F)cc3)ccc2O[C@@H]1CN(C)Cc1ccc(Oc2ccccc2)cc1` is listed as 69	-14	0.5	?
`C[C@H]1CN([C@@H](C)CO)C(=O)c2cc(NS(=O)(=O)c3ccc(Cl)cc3)ccc2O[C@H]1CN(C)S(C)(=O)=O` is listed as 1	-1	0.8	-21
`C/C=C/c1ccc([C@H]2[C@@H](CO)N(C(=O)c3cnccn3)C23CN(C(=O)C2CCC2)C3)cc1` is listed as 2	-30	2.1	·

Taken from the listing, two compounds:
SMILES	C diff HTS	Pf Dd2 inh	GASC1 inh	Tcruzi prolif
COc1ccc(NC(=O)Nc2ccc3c(c2)C(=O)N([C@@H](C)CO)C[C@H](C)[C@@H](CN(C)CC2CCCCC2)O3)cc1	0	11	-0.6	-3
Cc1noc(C)c1S(=O)(=O)Nc1ccc2c(c1)CC(=O)N([C@@H](C)CO)C[C@@H](C)[C@@H](CN(C)Cc1ccc(Cl)c(Cl)c1)O2	10	-2	1.8	87

Continuation:
SMILES	C diff HTS	Pf Dd2 inh	GASC1 inh	Tcruzi prolif
C[C@@H]1CN([C@H](C)CO)C(=O)Cc2cc(NC(=O)Cc3ccccc3)ccc2O[C@H]1CN(C)S(=O)(=O)c1ccccc1	0	-30	2.0	1
N#Cc1ccc(-c2ccc([C@H]3[C@H](CO)N4C(=O)CN(C(=O)C5CCCCC5)C[C@@H]34)cc2)cc1	8	3	-0.6	·
C[C@@H]1CN([C@@H](C)CO)C(=O)c2cc(NC(=O)Nc3cccc4ccccc34)ccc2O[C@H]1CN(C)Cc1ccc(C(=O)Nc2ccccc2N)cc1	·	-56	-1.5	32
Cc1cccc(-c2ccc([C@@H]3[C@H](CO)N4CCCCN(C(=O)c5ccncc5)C[C@@H]34)cc2)c1	-5	18	1.5	16
CC(C)NC(=O)NCC[C@H]1CC[C@@H](NS(=O)(=O)c2ccccc2)[C@@H](CO)O1	6	15	2.7	·
CCC(=O)N[C@H]1C=C[C@@H](CC(=O)NCc2ccccc2F)O[C@@H]1CO	·	11	-1.2	1
C[C@H]1CN([C@@H](C)CO)C(=O)c2cccc(NC(=O)Nc3ccccc3)c2O[C@@H]1CN(C)S(=O)(=O)c1ccc(F)cc1	1	-27	-0.4	23
C[C@H](CO)N1C[C@H](C)[C@H](CN(C)C(=O)Nc2ccc3c(c2)OCO3)Oc2ncc(-c3ccccc3)cc2C1=O	-6&-1	-13&-7	-1.2	-46&-9
C[C@@H]1CCCCO[C@@H](CN(C)S(C)(=O)=O)[C@H](C)CN([C@H](C)CO)C(=O)c2cc(NS(C)(=O)=O)ccc2O1	3	15	-0.7	-89
COc1ccc(CN(C)C[C@H]2Oc3ccc(NS(=O)(=O)c4ccc(C)cc4)cc3CC(=O)N([C@@H](C)CO)C[C@H]2C)cc1	-12	18	1.0	·
CS(=O)(=O)Nc1ccc2c(c1)[C@H]1C[C@H](CC(=O)NC3CCCC3)O[C@H](CO)[C@H]1O2	1	21	0.4	23
CS(=O)(=O)N1C[C@@H](O)COC[C@H]2O[C@H](CC(=O)NCCc3ccncc3)CC[C@@H]21	0&-4	8	3.2	-37
C[C@@H]1CN([C@@H](C)CO)C(=O)CCCn2nncc2CO[C@@H]1CN(C)Cc1cccnc1	-1	-9	0.3	-21
O=C(C[C@@H]1CC[C@@H]2[C@H](COC[C@@H](O)CN2C(=O)Cc2ccccc2)O1)NC1CCCC1	-2	-1	0.3	-21
CCC(=O)Nc1ccc2c(c1)OC[C@H](C)N(Cc1ccccc1F)C[C@@H](C)[C@@H](OC)CN(C)C2=O	-1	·	2.6	27
Cc1noc(C)c1NC(=O)Nc1ccc2c(c1)C(=O)N([C@@H](C)CO)C[C@@H](C)[C@H](CN(C)C(=O)Nc1ccc3c(c1)OCO3)OCCCC[C@@H](C)O2	-2	25	-0.1	21

Screening results: PubChem BioAssay, Broad Institute
